# UPR XBP1 act: activators of adaptive XBP1 UPR arm, primary screen, cell-based, CHO-XBP1 luciferase reporter, luminescence, uHTS; IRE1-XBP1 UPR activation; percent of tunicamycin response, DMSO as zero; activation, % at 20 µM; actives 0.33% (n = 330,000);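 active = versus positive control, 20 µM dose yields 30% or more activation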;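 also: 100% = tunicamycin at 10 µg/mL and 0% = DMSO only wells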
#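 Material: CHO cell line with stable XBP1 luciferase reporter; buffer or medium: F12 medium containing 10% fetal bovine serum; compound: single point, 20 µM final compound, 1% DMSO; incubation: 6 h treatment, 37 °C; measured by: glow luminescence from Steady-Glo reagent; evaluation: activation, % of tunicamycin; control set: tunicamycin high, DMSO low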
# tim23-1 inh: growth inhibitors of tim23-1 mutant yeast, primary screen, luminescence, uHTS; inhibition, % at 20 µM; S. cerevisiae tim23-1 growth, BacTiter-Glo luminescence, 24 h; actives 1.3% (n = 330,000);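 active = growth inhibition of the mutant yeast at or above 50%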;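 also: temperature-sensitive mutant grown at 25 °C; plate controls were DMSO-treated mutant yeast for no effect and medium wells lacking yeast for full effect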
# APJ antagonist: antagonists of human apelin receptor APJ, primary screen, CHO-K1 cells, beta-arrestin complementation, luminescence; inhibition, % at 20 µM; actives 0.32% (n = 330,000); AID 2521, 2010; P35414;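 active = inhibition above about 40% at 20 µM, limit read from the data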;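 also: cells challenged with 10 nM apelin-13 agonist together with compound; plate controls were apelin-13 plus DMSO wells for no effect and DMSO wells lacking apelin-13 for full effect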
# UPR CHOP act: activators of apoptotic CHOP UPR arm, primary screen, cell-based, CHO-CHOP luciferase reporter, luminescence, uHTS | actives 0.34% (n = 330,000) | UPR activation; percent of tunicamycin response over DMSO baseline | AID 449763, 2010 | activation, % at 10 µM;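 active = at 10 µM dose, activation of 40% or more, normalized to positive control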;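 also: 100% = tunicamycin at 10 µg/mL and 0% = DMSO alone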
#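 Material: CHO-CHOP cells, stable luciferase reporter of PERK-eIF2a-CHOP signalling; quantity: 500 reporter cells seeded per well; buffer or medium: F12 medium containing 10% fetal bovine serum; compound: one dose, 10 µM in 0.5% DMSO; incubation: 6 h compound treatment, 37 °C; measured by: Steady-Glo luciferase luminescence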
# CXCR6 inh: CXCR6 receptor inhibitors, primary screen, cell-based, beta-arrestin, luminescence, CHO-K1 PathHunter, 1536-well | C-X-C chemokine receptor type 6 (Homo sapiens), O00574 | inhibition, % at 20 µM | actives 0.36% (n = 360,000) | AID 602244, 2012; in the data active = inhibition above about 34%, passing the limit was not always enough;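 also: antagonist mode with CXCL16 agonist at 10 nM final; 0% = 10 nM CXCL16 with DMSO and 100% = unstimulated wells without agonist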
# EBI2 block: EBI2 receptor antagonists, beta-arrestin recruitment, primary screen, cell-based, luminescence, 7a,25-OHC stimulation, uHTS | inhibition, % at 5 µM | 7a,25-OHC stimulated | G-protein coupled receptor 183 (Homo sapiens), P32249 | actives 0.81% (n = 360,000); in the data active = inhibition above about 38%;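 also: enzyme fragment complementation signal reports receptor beta-arrestin coupling in cells; 0% = agonist plus DMSO wells and 100% = wells without agonist; some results beyond the cut were filed as inactive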
# Mdm2-MdmX inh: inhibitors of human Mdm2-MdmX association, primary screen, cell-based, luminescence, split luciferase, SaOS-2, uHTS | Protein Mdm4 (Homo sapiens) + E3 ubiquitin-protein ligase Mdm2 (Homo sapiens), … | SaOS-2 split-luciferase Mdm2/MdmX complementation | inhibition, % at 8 µM | actives 3% (n = 330,000) | AID 485346, 2010;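 active = inhibition of at least 50% at 8 µM in the primary screen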
# Target sequence (O15151 whole entry, looked up): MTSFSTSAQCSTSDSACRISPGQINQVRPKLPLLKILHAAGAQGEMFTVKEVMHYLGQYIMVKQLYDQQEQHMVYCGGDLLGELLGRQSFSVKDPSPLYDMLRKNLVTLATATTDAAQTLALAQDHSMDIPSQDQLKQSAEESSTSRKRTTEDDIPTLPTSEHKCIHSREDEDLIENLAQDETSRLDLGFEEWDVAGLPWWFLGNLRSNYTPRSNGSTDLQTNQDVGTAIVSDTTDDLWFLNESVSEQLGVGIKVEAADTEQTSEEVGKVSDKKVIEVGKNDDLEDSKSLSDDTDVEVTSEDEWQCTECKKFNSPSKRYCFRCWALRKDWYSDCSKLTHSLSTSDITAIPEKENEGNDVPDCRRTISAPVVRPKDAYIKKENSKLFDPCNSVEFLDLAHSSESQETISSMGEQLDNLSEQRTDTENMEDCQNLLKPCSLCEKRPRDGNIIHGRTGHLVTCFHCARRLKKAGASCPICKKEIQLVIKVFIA
# Target sequence (Q00987 whole entry, looked up): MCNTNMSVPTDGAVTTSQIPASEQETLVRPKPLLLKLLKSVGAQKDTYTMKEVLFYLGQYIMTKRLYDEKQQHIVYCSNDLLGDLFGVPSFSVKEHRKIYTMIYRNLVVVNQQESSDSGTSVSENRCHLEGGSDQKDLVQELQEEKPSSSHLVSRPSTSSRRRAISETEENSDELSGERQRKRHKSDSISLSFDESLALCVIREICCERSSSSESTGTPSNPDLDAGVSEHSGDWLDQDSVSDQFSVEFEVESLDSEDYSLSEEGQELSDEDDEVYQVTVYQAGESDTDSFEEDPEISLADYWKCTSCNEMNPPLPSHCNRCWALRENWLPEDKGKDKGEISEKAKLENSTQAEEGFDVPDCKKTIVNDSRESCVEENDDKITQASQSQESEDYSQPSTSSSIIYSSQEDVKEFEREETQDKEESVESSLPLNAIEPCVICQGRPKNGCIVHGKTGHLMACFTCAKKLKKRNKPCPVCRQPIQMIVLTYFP
# CCR6 antagonist: CCR6 receptor antagonists, primary screen, cell-based, CHO-K1, luminescence, beta-arrestin, uHTS; CHO-K1 CCR6 PathHunter beta-arrestin, CCL20-stimulated; inhibition, % at 20 µM; actives 0.49% (n = 340,000);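 active = compounds whose inhibition of the agonist-driven luminescence signal at 20 µM reaches about 50%, limit read from the data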;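 also: cells stimulated with CCL20 at 14 nM final; plate controls were DMSO with CCL20 for no effect and DMSO without agonist for full effect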
# APJ agonist: agonists of human apelin receptor APJ, primary screen, CHO-K1 cells, PathHunter beta-arrestin, luminescence. P35414. 0% DMSO wells, 100% apelin. activation, % at 20 µM. actives 0.11% (n = 330,000). AID 2520, 2010;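 active = activation more than six SD over the plate average, tested at 20 µM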;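 also: 0% = DMSO alone and 100% = apelin-13 at 10 nM; some results filed as inactive read as strong as hits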
#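 Material: CHO-K1 APJ beta-arrestin complementation cell line; Input: cell density 1000 per well; Incubation: compound stimulation 90 min at 25 °C, detection 60 min; Signal: luminescence from split beta-galactosidase complementation, Galacton Star/Emerald II substrate; Controls: DMSO-only wells as negative, 10 nM Apelin-13 as positive control.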
# Active calls of the source: *.
SMILES,UPR XBP1 act,tim23-1 inh,APJ antagonist,UPR CHOP act,CXCR6 inh,EBI2 block,Mdm2-MdmX inh,CCR6 antagonist,APJ agonist
COc1ccc(Cl)cc1NC(=S)NCc1cccs1,-2,40,6,-0.4,3,-5,11,13,-4
COC(=O)c1cc(CNC(=O)C(C)NS(=O)(=O)c2ccc(C)c(C)c2)ccc1OC (configuration not stated),-1,-6,-7,-1.6,12,5,17,5,0
O=C(NC(=S)N1CCCCCC1)c1ccccc1,-2,4,11,-1.0,11,3,28,-9,1
O=C(Nc1ccc(Cl)cc1)OC(CN1CCCCC1)C(F)(F)F (configuration not stated),-1,15,8,-1.8,-3,-14,10,13,-2
CC(=O)OCn1ncc(N2CCOCC2)c(Br)c1=O,1,-1,9,0.6,3,-4,17,3,-2
COc1ccc(N(C(=O)c2ccn[nH]2)C(C(=O)NC2CCCC2)c2ccc(F)cc2)cc1 (configuration not stated),0,24,2,-2.4,1,-12,-18,20,-1
CN(C)c1ccc(NC(=O)CCn2c(=S)oc3ccccc32)cc1,1,10,2,12,-22,-19,-84,6,-2
c1ccc(CNCCC(Cc2ccccc2)c2ccco2)cc1 (configuration not stated),-1,20,9,-1.0,1,2,19,24,-7
COc1ccc(NC(=O)CSc2ccc(-c3cccnc3)nn2)cc1,-3,4,-7,-0.8,-4,-2,15,0,3
COc1ccc(CCNC(=O)[C@@H](NC(N)=O)C(C)C)cc1,-2,-9,19,1.6,4,0,-9,1,-3
COc1ccc(NC(=O)[C@H](C)NC(=O)C2CCN(S(=O)(=O)c3ccc(C)cc3)CC2)cc1,-2,1,2,4.2,1,7,15,7,-2
CC(=O)Nc1ccc(NC(=O)CSc2ccc3nnc(-c4cccnc4)n3n2)cc1,-2,14,2,0.1,-12,6,5,-4,1
Cc1cc(C(=O)OCC(=O)Nc2cccc(S(N)(=O)=O)c2)c(C)o1,-3,-5,0,1.1,1,-5,-16,6,-1
COc1cc(O)c(NC(C)=O)c2nonc12,-3,6,-2,1.6,0,-2,-11,-6,-6
O=C(CCl)N(Cc1cc(=O)[nH]c2ccccc12)c1ccccc1,-10,-16,15,-1.7,4,6,100*,-5,-3
CCO/N=C(/C)c1c(O)cc(-c2ccccc2)n(-c2ccccc2)c1=O,1,17,0,-0.8,-4,-4,1,-13,1
CSCCC(NC(=O)c1ccco1)C(=O)NCCc1ccc(F)cc1 (configuration not stated),2,10,-13,1.2,1,5,-19,6,-1
O=C(N=C1SC2CS(=O)(=O)CC2N1c1ccccc1C(F)(F)F)C1CCCO1 (configuration not stated),-3,-8,-27,1.8,5,-2,0,-55,-2
Nn1c(SCc2cccc3ccccc23)nnc1-c1ccco1,-3,19,-13,-1.9,20,-2,11,8,-3
COc1ccc(S(=O)(=O)N2CCCC2CNC(=O)C(=O)NCc2ccccn2)cc1 (configuration not stated),-3,2,-53,2.5,-1,-4,-20,6,-2
Cc1cc(NC(=O)c2ccc(C)s2)n(-c2nc3ccccc3[nH]2)n1,6,-3,29,2.7,18,21,23,25,-4
CC(C)CCNC(=O)C1c2ccccc2Oc2ccccc21,-1,1,-11,-0.7,0,3,25,11,-4
C=CCOC(=O)C1=C(C)NC(C)=C(C(=O)OCC=C)C1c1ccc(C)o1,-6,24,-3,-0.3,8,2,14,15,-2
Cc1cccc(NC(=S)N(CCc2ccncc2)C(C)C)c1C,-2,2,2,1.0,-2,-10,6,2,-3
Cc1csc(NC(=O)c2ccco2)n1,2,12,13,3.5,5,-19,-11,8,1
COc1ccc2c(CC(=O)N[C@@H](Cc3c[nH]c4ccccc34)C(=O)O)cc(=O)oc2c1,-6,-1,5,-0.6,-3,4,12,2,-3
CC(C)(C)C(=O)Nc1ccc(C(=O)COC(=O)c2ccccn2)cc1,3,6,-1,4.0,16,5,13,5,1
O=C(/C=C/c1cc2c(cc1Br)OCO2)NCc1ccc(F)cc1,-6,7,3,1.2,3,-6,-10,7,2
CCc1cccc(C)c1NC(=O)COC(=O)CC1CCCC1,0,4,2,-2.1,10,4,23,8,-2
CC1CN(Cc2cc(=O)[nH]c(C3CC3)n2)CC(C)O1 (configuration not stated),1,21,-2,1.9,-5,-2,-8,4,2
CC(=O)C(/C=N/c1ncc(C(F)(F)F)cc1Cl)=C(\C)O,-3,7,0,-1.6,-5,-2,18,0,-4
CC1(C(=O)O)CCC(C(=O)Nc2ccc(F)cc2)C1(C)C (configuration not stated),-2,13,7,-1.6,-8,3,16,-15,-2
NC(=S)Nc1cccc(-c2n[nH]c(=S)o2)c1,-2,-15,25,1.0,12,-8,15,-1,-4
COc1cccc(OCCNc2cc(Cl)ccc2[N+](=O)[O-])c1,2,18,13,4.4,3,9,-23,27,-6
O=C(NCCN1CCOCC1)c1ccc(=O)n(Cc2ccc(Cl)cc2)c1,-5,6,4,-1.5,-3,-5,24,2,-2
CCCCCc1nc2sc3c(c2c(=O)n1N)CCC3,-1,-16,18,1.1,-7,-9,6,14,-4
CC(C)(C)n1ncc2c(=O)n(CC(=O)c3ccc(Cl)cc3)cnc21,-1,10,12,5.6,4,17,-134,4,-3
C1=C(c2ccccc2)CCN(c2ncnc3nc[nH]c23)C1,7,24,-77,1.0,-4,-3,5,-6,-1
CC1Cc2ccccc2N1CC(=O)Nc1ccc2c(c1)OCCCO2 (configuration not stated),-2,17,-8,-1.7,-2,-2,-14,16,1
Cc1nc2c(C)cccn2c1/C(O)=C1\C(=O)C(=O)N(CCN(C)C)C1c1ccco1 (configuration not stated),0,1,1,0.6,4,-1,15,-1,-1

# By substructure: the compounds so far containing a COOH group.
SMILES,UPR XBP1 act,tim23-1 inh,APJ antagonist,UPR CHOP act,CXCR6 inh,EBI2 block,Mdm2-MdmX inh,CCR6 antagonist,APJ agonist
COc1ccc2c(CC(=O)N[C@@H](Cc3c[nH]c4ccccc34)C(=O)O)cc(=O)oc2c1,-6,-1,5,-0.6,-3,4,12,2,-3
CC1(C(=O)O)CCC(C(=O)Nc2ccc(F)cc2)C1(C)C (configuration not stated),-2,13,7,-1.6,-8,3,16,-15,-2

# Other results follow:
SMILES,UPR XBP1 act,tim23-1 inh,APJ antagonist,UPR CHOP act,CXCR6 inh,EBI2 block,Mdm2-MdmX inh,CCR6 antagonist,APJ agonist
CC(C)=C1Cc2ccccc2C1=O,2,0,-1,-0.7,2,1,13,-9,-3
CCn1ncc(/C=N\NC(=O)c2cc(-c3ccc(C)cc3C)nc3ccccc23)c1C,1,29,9,0.3,9,-7,39,3,-2
Cc1ccc(NC(=O)CN2CCC(NC(=O)c3cccc(F)c3)CC2)cc1C,-5,-8,6,2.1,-12,-3,21,11,-1
CC1=C(C)CC(C(=O)Nc2ccc3c(c2)OCO3)C(C(=O)O)C1 (configuration not stated),-2,10,9,1.1,4,-5,4,5,-2
COc1cc(COCC(O)CN2C(C)CCCC2C)cc(OC)c1OC (configuration not stated),-1,7,7,2.8,-6,-2,14,1,-2
CC(C)(C)C1=NN=C2c3ccccc3C(=O)C21 (configuration not stated),14,39,8,1.7,-6,5,19,6,-3
Cc1nc(Nc2nc3c(c(=O)[nH]2)CCC3)nc2ccccc12,2,64*,18,-0.4,4,14,65*,12,-2
COc1cccc(CNCCOCCO)c1OC,-5,6,-5,-1.9,6,-1,25,-2,-5
COc1cccc(NC(=O)/C=C/c2ccco2)c1,1,7,-5,6.3,-8,4,-116,4,5
CCCOc1ccc(N2CC(C(=O)Nc3ccccc3OC)CC2=O)cc1 (configuration not stated),3,34,13,-0.5,0,-2,13,8,-5
CCOC(=O)Nc1ccc(Oc2ccccc2)cc1,8,9,-14,2.1,2,23,-59,-31,-1
O=C(c1ccncc1)c1ccc(NC(=O)c2cccs2)cc1,1,-6,-15,3.4,4,2,9,0,0
Cc1ccccc1NC(=O)NC1(C(=O)NCC2CCCO2)CCCCC1 (configuration not stated),-5,-3,9,-0.9,-10,-5,19,-7,-3
O=c1cnc2ccccc2n1Cc1ccccc1C(F)(F)F,-1,10,17,0.7,-8,11,25,3,-1
Cc1ccc(NC(=O)c2ccc(OCc3c(C)noc3C)cc2)nc1,0,-7,-6,4.9,-1,7,19,4,0
O=C(NCc1cccc(C(F)(F)F)c1)c1cccc(Cl)c1Cl,4,30,35,14,-5,2,-11,6,1
CCN1CCN(C(=O)/C=C/c2ccc(OC)cc2)CC1,-4,0,3,0.3,-1,88*,-46,5,2
CCN(CC(=O)Nc1ccccc1C(F)(F)F)C(=O)CCc1nc2sc3c(c2c(=O)[nH]1)CCCC3,-4,-9,6,0.4,-12,-2,25,8,-5
COc1ccccc1CNS(=O)(=O)c1cccc(S(=O)(=O)N2CCOCC2)c1,-1,12,3,1.3,2,0,4,3,-5
COc1ccccc1NC(=O)CCc1nnc2ccc(N3CCCCC3)nn12,0,-1,9,0.5,0,2,19,-4,-4
COc1ccc(N(CC(=O)Nc2ccc(S(=O)(=O)N3CCCCC3)cc2)S(C)(=O)=O)cc1OC,0,-3,-1,-1.1,-5,-9,22,-33,0
Clc1cc(NCc2cccs2)ccc1N1CCOCC1,1,24,-13,3.9,0,4,-6,21,-1
COc1ccc(Nc2ccc(Cl)nn2)cc1,1,5,18,1.8,-3,25,13,-4,0
CN(C)NC(=S)Nc1ccc2nc(-c3ccccn3)c(-c3ccccn3)nc2c1,-2,7,-26,2.1,-8,-9,-6,16,0
O=C(CSc1nc(-c2ccccc2)nn1C(=O)c1ccccc1)Nc1cccc([N+](=O)[O-])c1,2,37,25,2.4,0,4,15,-5,3
COCCN(C(=O)COC(=O)CSc1ccccc1)c1c(N)n(Cc2ccccc2)c(=O)[nH]c1=O,4,-7,15,1.8,4,0,8,0,0
CC1=C(C(=O)Nc2ccc(C(=O)NCCC(C)C)cc2)SCCO1,-3,0,-9,2.1,4,6,-4,8,-1
C=CCn1c(C)nc2c(cnn2-c2ccccc2)c1=O,1,14,6,0.8,-4,0,23,8,1
C=CCNC(=O)CN1CCC(O)(c2ccc(F)cc2)CC1,-1,-5,0,-1.7,-1,-10,22,9,-4

# 3 structures out of the list, sorted by SMILES length, largest number first:
SMILES,UPR XBP1 act,tim23-1 inh,APJ antagonist,UPR CHOP act,CXCR6 inh,EBI2 block,Mdm2-MdmX inh,CCR6 antagonist,APJ agonist
C=CCNC(=O)CN1CCC(O)(c2ccc(F)cc2)CC1,-1,-5,0,-1.7,-1,-10,22,9,-4
C=CCn1c(C)nc2c(cnn2-c2ccccc2)c1=O,1,14,6,0.8,-4,0,23,8,1
Clc1cc(NCc2cccs2)ccc1N1CCOCC1,1,24,-13,3.9,0,4,-6,21,-1

# Assay outcomes as filed in PubChem.

# The list is partial; count on the stated rates, not on these rows.
